tim10-1 inh: inhibits growth of tim10-1 mutant yeast | S. cerevisiae tim10-1 ts strain growth, BacTiter-Glo, 24 h | inhibition, % at 20 µM | hit rate 2.2% among 330,000;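 active means inhibition of at least 40%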;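 further: mutant grown at 25 °C; 0% = DMSO wells with yeast and 100% = wells holding no yeast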
mIAP block: mouse IAP inhibition. purified mouse IAP, CDP-Star luminescence, 30 min. inhibition, % at 10 µM. hit rate 0.2% among 330,000. AID 2806;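 active means inhibition of at least 40% at 10 µM in the primary screen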;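 further: plate controls were DMSO with enzyme for no effect and no enzyme wells for full effect; values of inactives mirror those of a sister screen read the other way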
hIAP block: blocks human intestinal alkaline phosphatase; purified IAP, CDP-Star luminescence, 30 min; inhibition, % at 10 µM; hit rate 0.12% among 330,000;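 active means inhibition reaching a set limit with compound at 10 µM in the primary screen, cut at about 35% in these data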;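 further: plate controls were DMSO wells with enzyme for no effect and no-enzyme buffer wells for full effect; values of inactives mirror those of a sister screen read the other way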
Target sequence (P09923 whole entry, looked up): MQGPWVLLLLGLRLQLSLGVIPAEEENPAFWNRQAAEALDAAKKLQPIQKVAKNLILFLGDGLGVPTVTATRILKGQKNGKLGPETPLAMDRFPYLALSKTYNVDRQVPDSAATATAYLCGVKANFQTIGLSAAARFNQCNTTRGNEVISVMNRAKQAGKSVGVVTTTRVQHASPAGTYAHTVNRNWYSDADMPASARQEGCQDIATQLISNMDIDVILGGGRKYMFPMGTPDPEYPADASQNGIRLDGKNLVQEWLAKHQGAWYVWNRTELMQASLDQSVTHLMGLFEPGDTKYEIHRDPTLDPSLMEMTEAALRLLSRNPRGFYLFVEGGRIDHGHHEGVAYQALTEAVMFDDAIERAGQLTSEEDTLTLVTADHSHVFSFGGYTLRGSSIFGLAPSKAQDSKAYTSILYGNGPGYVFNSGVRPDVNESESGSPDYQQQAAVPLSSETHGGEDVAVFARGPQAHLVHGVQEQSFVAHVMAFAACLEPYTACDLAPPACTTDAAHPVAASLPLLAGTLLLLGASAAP
TIM10 inh: growth inhibitors of TIM10 yeast strain. S. cerevisiae TIM10 strain growth, BacTiter-Glo luminescence, 24 h. inhibition, % at 10 µM. hit rate 1.4% among 330,000. AID 463195;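 active means inhibition of 40% or more at the single tested concentration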;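 further: wild-type TIM10 isogenic control strain grown at permissive 25 °C; 0% = DMSO yeast wells and 100% = minimal medium wells without yeast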
Apaf1 inhib: human Apaf-1 inhibition | O14727 | reconstituted apoptosome caspase-3 activity, DEVD-Rh110 fluorescence | inhibition, % at 20 µM | hit rate 0.71% among 330,000; active means inhibition of at least 40% at 20 µM;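 further: plate controls were DMSO wells for no effect and DEVD-CHO caspase inhibitor wells for full effect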
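System – cell-free apoptosome with Apaf-1, procaspase-3 and caspase-9 · Buffer or medium – pH 7.5 Hepes buffer with CHAPS, BSA, DTT · Also added – cytochrome c with DEVD-Rh110 · Times – 30 min compound preincubation, 50 min activation, room temperature · Technique – Rh110 fluorescence intensity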
NALP3 yeast inh: NALP3 inhibition in yeast | Yeast reconstituted NLRP3/ASC/caspase-1, beta-gal luminescence, 24 h | inhibition, % at 10 µM | hit rate 0.39% among 330,000 | AID 2825;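 active means inhibition of 50% or more; inactive means inhibition below 50%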;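 further: plate controls were induced DMSO wells for no effect and uninduced yeast grown without galactose for full effect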
hIAP activ: human IAP activation; P09923; purified human IAP, CDP-Star luminescence, 30 min; hits give high values; 1 = vehicle-only enzyme, 0 = enzyme-free background; activation factor at 10 µM; hit rate 0.16% among 330,000; AID 2524;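 active means activation factor of the enzyme at least 2-fold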; further: the source names both 10 and 20 µM as test concentration; values of inactives mirror those of a sister screen read the other way
ATG4B inhibitor: ATG4B (human) cysteine protease inhibition | Q9Y4P1 | ATG4B cleavage of LC3-PLA2, NBD-HPC fluorescence, 1 h | inhibition, % at 8.33 µM | hit rate 0.51% among 340,000; in the data active means inhibition above about 40%
Target sequence (Q9Y4P1 whole entry, looked up): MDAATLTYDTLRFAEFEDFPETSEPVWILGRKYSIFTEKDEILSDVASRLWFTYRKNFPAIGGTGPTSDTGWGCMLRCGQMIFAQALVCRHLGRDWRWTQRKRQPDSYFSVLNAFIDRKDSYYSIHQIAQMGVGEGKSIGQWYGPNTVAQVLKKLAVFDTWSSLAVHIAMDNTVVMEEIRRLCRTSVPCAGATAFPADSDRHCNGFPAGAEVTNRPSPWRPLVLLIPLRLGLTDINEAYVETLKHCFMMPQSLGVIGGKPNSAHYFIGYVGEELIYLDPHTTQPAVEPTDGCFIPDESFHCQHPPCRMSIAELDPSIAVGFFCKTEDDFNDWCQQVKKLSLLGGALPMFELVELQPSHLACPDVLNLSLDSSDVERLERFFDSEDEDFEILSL
mIAP activ: mouse IAP activation. muIAP, CDP-Star luminescence, 30 min; hits give high values; 1 = vehicle-only enzyme signal, 0 = enzyme-free wells. activation factor at 10 µM. hit rate 0.24% among 330,000;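 active means activation factor of at least 2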; further: the source names both 10 and 20 µM as test concentration; values of inactives mirror those of a sister screen read the other way
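also added = chemiluminescent substrate CDP-Star | test system = mouse IAP enzyme | signal = chemiluminescence readout | compound = DMSO-dissolved test compounds | incubation = 30 min at room temperature | benchmarks = DMSO wells, no-enzyme wells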
Active calls of the source: *; nt = no result given; & = joins results of further samples; ! = repeats disagree. Rows were taken by chance (roughly 4.5% active in at least one column).

SMILES | tim10-1 inh | mIAP block | hIAP block | TIM10 inh | Apaf1 inhib | NALP3 yeast inh | hIAP activ | ATG4B inhibitor | mIAP activ
O=c1c2c(nc3cc(-c4ccccc4)[nH]n13)CCS2 | -8.8 | 21.4 | 5.7 | 11.6 | -2.9 | 11.1 | 0.943 | 1.0 | 0.786
CCn1cc(C(c2ccccc2)C(C(C)=O)[N+](=O)[O-])c2ccccc21 (centres undefined) | 30.7 | 5.7 | 11.7 | 13.4 | -5.4 | -0.8 | 0.883 | 1.6 | 0.943
COc1ccc(-c2cc3c(=O)n(CC(=O)N4CCN(C)CC4)ncn3n2)cc1 | 7.8 | -5.5 | -28.9 | -12.0 | 15.0 | 4.4 | 1.29 | -4.5 | 1.05
COC(=O)c1cc(S(=O)(=O)N2CCN(c3ccc(C(C)=O)cc3)CC2)c[nH]1 | 3.4 | 0.1 | -2.3 | -5.6 | -3.5 | 2.8 | 1.02 | 1.2 | 0.999
COc1cc(-c2nc3ccccn3c2NCc2ccccc2)ccc1SC1CCCCC1 | 37.1 | -9.5 | 11.7 | 19.6 | 28.8 | 2.1 | 0.883 | -1.0 | 1.09
Cc1ccccc1C(=O)NCCc1nnc(SCC(=O)Nc2nc(-c3ccccc3)cs2)n1C | 11.7 | -5.7 | 2.5 | 17.2 | 5.7 | 14.5 | 0.975 | -10.6 | 1.06
C=CCN=C1CC(C)(C)CC(=O)/C1=C(\O)CCCN1C(=O)c2ccccc2C1=O | 12.7 | -0.9 | 17.4 | -8.7 | -0.9 | 12.7 | 0.826 | 10.6 | 1.01
CCCn1c2c(c(O)c(C(=O)Nc3ccccc3)c1=O)CCCC2 | 14.5 | 5.7 | 6.0 | 7.5 | -0.4 | 7.7 | 0.94 | 2.3 | 0.943
COc1ccc(C(=O)CSc2nnc(-c3ccco3)n2C)cc1 | -7.8 | -1.8 | 4.8 | 6.6 | -0.3 | -15.9 | 0.952 | -1.3 | 1.02
S=C(NCCNCc1ccccc1)NC1CCCCC1 | 29.8 | -109.3 | -10.0 | 23.8 | 0.7 | -9.4 | 1.1 | nt | 2.09*
CN1CCN(C(=O)c2ccc3c(c2)N(Cc2ccc(Cl)cc2)C(=O)c2ccccc2S3=O)CC1 (centres undefined) | -1.4 | 10.4 | 7.7 | 0.5 | 10.9 | 13.8 | 0.923 | 1.8 | 0.896
COc1ccc(NC(=S)N2CCCC(c3nc4ccc(C)cc4[nH]3)C2)c(OC)c1 (centres undefined) | 13.2 | -20.3 | -3.7 | 6.6 | -5.6 | 19.9 | 1.04 | -7.1 | 1.2
COc1ccc(/C=C/CN2CCC(Oc3ccc(C(=O)N4CCCCC4)cc3)CC2)cc1 | 0.8 | 5.6 | 4.2 | 20.0 | 18.1 | 12.7 | 0.958 | 3.8 | 0.944
N=c1n(CCN2CCCC2)c2ccccc2n1CC(O)c1ccco1 (centres undefined) | 6.7 | 6.5 | 6.9 | -8.0 | 0.0 | -1.6 | 0.931 | -5.7 | 0.935
CC1CC(C)(C)NC(=S)N1CCCC(=O)Nc1ccc(F)c(F)c1 (centres undefined) | 20.8 | 5.2 | 4.6 | 0.8 | -10.2 | 5.2 | 0.954 | -5.8 | 0.948
Cc1ccc(NC(=O)CN(C)C(=O)COC(=O)CNS(=O)(=O)c2ccc(Br)cc2Cl)cc1 | 4.2 | 4.7 | 14.0 | -4.9 | 9.6 | 17.5 | 0.86 | -13.8 | 0.953
CCCCN(C(=O)c1ccc(S(=O)(=O)N(CC)CC)cc1)c1c(N)n(CCC)c(=O)[nH]c1=O | 3.6 | 3.8 | 1.6 | -1.3 | 0.9 | 10.0 | 0.984 | -11.7 | 0.962
COc1ccc(OC)c(S(=O)(=O)Nc2cccc(-c3ccc4nncn4n3)c2)c1 | 16.6 | 7.7 | 14.5 | 5.1 | -8.1 | 3.0 | 0.855 | -10.0 | 0.923
O=C1c2ccccc2C(=O)c2c1cccc2N1CCOCC1 | 24.1 | 7.2 | -4.3 | 30.5 | 10.7 | 13.6 | 1.04 | 4.2 | 0.928
O=C(Cc1cc(=O)[nH][nH]1)N/N=C/c1cccc(Cl)c1Cl | 17.4&4.9 | 0.7&-3.4 | -35.2&-1.6 | 15.4&-10.6 | 47.5*! | 2.3&10.8 | 1.35&1.02 | 4.4&-7.1 | 0.993&1.03
O=C(Nc1ccc(NC(=O)c2sc3ccccc3c2Cl)cc1Cl)c1ccco1 | 13.9 | 11.8 | 3.2 | 9.6 | -7.8 | 7.5 | 0.968 | -4.5 | 0.882
CC(C)(C)CC(=O)Nc1ccccc1N1CCN(c2ccccc2)CC1 | 13.8 | 4.4 | 6.2 | 12.8 | 7.2 | 12.3 | 0.938 | 14.3 | 0.956
CCOC(=O)Cc1csc(NC(=O)Cn2c(=O)oc3ccccc32)n1 | -9.0 | -4.7 | -10.1 | -17.4 | -4.8 | -14.9 | 1.1 | -10.6 | 1.05
CCCNC(=S)N1CCC(NC(=O)C2CCCCC2)CC1 | 1.0 | 6.4 | 22.8 | 5.7 | -2.7 | 9.0 | 0.772 | -14.8 | 0.936
COc1cccc(-c2noc(CCCC(=O)Nc3ccc(C(N)=O)cc3)n2)c1 | 2.3 | 9.3 | 0.8 | 1.2 | -2.6 | 12.3 | 0.992 | -0.8 | 0.907

3 compounds already listed, ordered by their value in mIAP activ, smallest number first.
SMILES	tim10-1 inh	mIAP block	hIAP block	NALP3 yeast inh	hIAP activ	ATG4B inhibitor	mIAP activ
CN1CCN(C(=O)c2ccc3c(c2)N(Cc2ccc(Cl)cc2)C(=O)c2ccccc2S3=O)CC1 (centres undefined)	-1.4	10.4	7.7	13.8	0.923	1.8	0.896
COc1ccc(/C=C/CN2CCC(Oc3ccc(C(=O)N4CCCCC4)cc3)CC2)cc1	0.8	5.6	4.2	12.7	0.958	3.8	0.944
CCCCN(C(=O)c1ccc(S(=O)(=O)N(CC)CC)cc1)c1c(N)n(CCC)c(=O)[nH]c1=O	3.6	3.8	1.6	10.0	0.984	-11.7	0.962

More entries follow.
SMILES | tim10-1 inh | mIAP block | hIAP block | TIM10 inh | Apaf1 inhib | NALP3 yeast inh | hIAP activ | ATG4B inhibitor | mIAP activ
CC1(C)CC(N2CCCC2)=CC(=[N+]2CCCCC2)C1 | 12.9 | 0.1 | -3.3 | -1.3 | 4.0 | 4.1 | 1.03 | -5.6 | 0.999
Cc1ccc([N+](=O)[O-])cc1NC(=O)C(Sc1ccccc1)c1ccccc1 (centres undefined) | 22.3 | 6.1 | 9.3 | 12.3 | 13.9 | 17.6 | 0.907 | 23.5 | 0.939
C[C@H](CO)N1C[C@H](C)[C@@H](CN(C)Cc2ccc(-c3ccccc3)cc2)Oc2c(NS(=O)(=O)c3ccc(F)cc3)cccc2C1=O | 11.3 | 7.9 | 1.6 | -3.2 | 27.3 | 28.2 | 0.984 | -19.3 | 0.921
COc1ccccc1N1CCN(C(=O)c2ccc3c(c2)CCN3S(C)(=O)=O)CC1 | -1.4 | -0.1 | -10.8 | 9.0 | 6.5 | 11.1 | 1.11 | 1.9 | 1
Cc1ccc(C(=O)N/C(=C/c2ccc(-c3ccc(Br)cc3)o2)C(=O)NC2CCS(=O)(=O)C2)cc1 (centres undefined) | 2.4 | -12.5 | 0.8 | -4.0 | 4.1 | -17.4 | 0.992 | -13.9 | 1.12
Cc1ccc(OCC(=O)N/N=C/c2ccco2)cc1 | -23.6 | 8.0 | 6.4 | -15.2 | -10.8 | 20.8 | 0.936 | -5.7 | 0.92
CCOc1ccc2ccccc2c1/C=N/NC(=O)CNC(=O)c1ccccc1O | -4.3 | -2.7 | 0.0 | 19.7 | 17.0 | 9.0 | 1 | 16.5 | 1.03
Cc1nnc(NC(=O)CSc2ccc(-c3ccco3)nn2)s1 | 11.8 | 19.1 | -15.4 | -24.8 | -4.4 | -0.4 | 1.15 | -11.0 | 0.809
CCCCc1nc2cc(C(=O)NC3CCOC(C)(C)C3)ccc2o1 (centres undefined) | 20.2 | -1.3 | 3.0 | 13.1 | 6.8 | 15.3 | 0.97 | -0.5 | 1.01
COc1ccc(CN2CCCC2C(=O)Nc2ccc(OC)c(OC)c2)cc1OC (centres undefined) | 1.1 | -6.3 | 14.8 | -6.0 | -4.2 | 7.9 | 0.852 | 1.4 | 1.06
C=CCSc1nc2c(c(=O)[nH]c(=O)n2C)n1Cc1ccccc1 | -10.6 | 0.1 | -13.9 | 2.9 | 3.4 | 16.8 | 1.14 | -10.9 | 0.999
O=C(/C=C/c1ccc2c(c1)OCO2)NCc1ccncc1 | -2.8 | 0.9 | 7.2 | 10.7 | -21.0 | 16.3 | 0.928 | -3.2 | 0.991
Cc1ccccc1NC(=O)Cc1nc(COC(=O)c2cccc(C)c2O)cs1 | 28.9 | 5.8 | -11.9 | 10.6 | 6.8 | 23.8 | 1.12 | -5.3 | 0.942
O=C(CSc1nc2ccccc2c2c1CCCC2)N1CCOCC1 | 12.4 | 3.5 | 7.1 | -3.4 | 22.9 | -0.7 | 0.929 | 3.0 | 0.965
COc1ccc(C(=O)NCc2nnc(SCC(=O)N3CCCc4ccccc43)o2)cc1OC | 3.2 | 7.8 | -10.8 | 3.5 | -25.0 | 5.4 | 1.11 | -5.1 | 0.922
O=C(CCNC(=O)c1ccc(Br)cc1)NCCCSc1ccccc1 | 12.9 | -8.0 | 13.5 | -19.5 | 6.4 | 12.0 | 0.865 | 4.0 | 1.08
Cc1ccc(OC(=O)c2sc3ncn(C)c(=O)c3c2C)cc1 | 12.0 | 4.8 | 8.1 | 1.6 | 4.7 | 4.6 | 0.919 | 7.0 | 0.952
O=C(CN1C(=O)c2ccccc2C1=O)N1CCCCC1 | 10.5 | -0.8 | 1.2 | -4.8 | -2.0 | 8.1 | 0.988 | 0.5 | 1.01
Cc1ccc(-n2c(C)cc(C(=O)COc3c(CO)cc(F)cc3CO)c2C)cc1C | -4.9 | 3.1 | -4.3 | 6.4 | 6.6 | 11.1 | 1.04 | -10.8 | 0.969
CCCN(CC(=O)Nc1ccccc1C)C(=O)CCl | 40.8* | -10.5 | -2.7 | 34.7 | -17.0 | -12.5 | 1.03 | 1.4 | 1.1
CN1CCc2c(sc3c2c(=O)n(-c2ccccc2)c2nnc(SCc4ccc(Cl)cc4)n32)C1 | 17.6 | 3.3 | -7.5 | 3.6 | 18.7 | 10.4 | 1.07 | -7.5 | 0.967
CCCOc1ccc(N2C(=O)CC(N(CCc3ccc(S(N)(=O)=O)cc3)C(C)=O)C2=O)cc1 (centres undefined) | 1.3 | -6.0 | -3.4 | -13.7 | -0.6 | 2.4 | 1.03 | -10.2 | 1.06
COc1ccc(OCC(=O)NNc2c3ccccc3nc3ccccc23)cc1 | 11.8 | 20.1 | 9.9 | 9.2 | 8.1 | 6.0 | 0.901 | -16.4 | 0.799
O=c1c(-c2c(O)cc(O)c3c2O[C@H](c2ccc(O)cc2)CC3)c(-c2ccc(O)cc2)oc2cc(O)cc(O)c12 | -7.6 | 23.1 | 2.2 | -2.0 | 7.0 | 21.2 | 0.978 | -5.8 | 0.769
Cc1c(S(=O)(=O)N2CCCCC2)c(=O)n(C)c(=O)n1C | -2.8 | 7.7 | -4.3 | -0.6 | -0.1 | -5.4 | 1.04 | 3.8 | 0.923
N#Cc1cc([N+](=O)[O-])ccc1NC(=O)CSc1n[nH]c(=O)n1C1CC1 | 2.9 | 10.0 | -12.2 | 4.4 | -9.2 | 2.2 | 1.12 | -3.8 | 0.9
CSCCC(NS(=O)(=O)c1cccc(C(F)(F)F)c1)C(=O)Nc1ccccc1N1CCCC1 (centres undefined) | 6.5 | -2.0 | 5.1 | 1.7 | 11.1 | -2.2 | 0.949 | 3.9 | 1.02
